# ATXN viability: viability counter-screen for ATXN expression inhibitors. actives 0.49% (n = 400,000). S2 cells (HEK-293 line with an ATXN2-luciferase reporter) viability, CellTiter-Fluor protease fluorescence, 24 h. Potency, µM (titrated, usually from 56.7 µM), actives largely listed as cytotoxic; further: potency means the concentration at half of the fitted maximal effect; nearly all actives have a fitted effect of over 40% in size
# HepG2 viability: kills HepG2 cells in TGF-b inhibitor counter-screen; actives 0.76% (n = 410,000); AID 588856; HepG2 CAGA-GFP viability, ATP luminescence, 18 h; Potency, µM (titrated, usually from 46.1 µM), inactives show top-dose activity change, negative = cytotoxicity, usual class: cytotoxic; further: potency means the concentration at half of the fitted maximal effect; some results filed as inactive show a strong effect at the top dose
#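 HepG2 CAGA-GFP cells (1000/well, DMEM with 1% FBS) received compound, then TGF-beta at 500 pg/mL final, and were incubated 18 hours at 37 degrees C. Viability was read by CellTiter-Glo luminescence. Media-only wells were set as complete cell-killing and DMSO as no toxicity.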
# ATXN2 expr inh: ATXN2 expression inhibition. HEK-293 ATXN2-luciferase reporter, luminescence, 24 h. Potency, µM (highest dose often 57 µM), inactives show top-dose activity change, negative = inhibition, most hits filed as inhibitors. actives 0.72% (n = 360,000); further: potency means the concentration at half of the fitted maximal effect; on the % scale 0 is the no-effect control and ±100 the full control effect; nearly all actives have a fitted effect of over 55% in size
#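 ATXN2-luciferase reporter cells (luciferase flanked by upstream and downstream ATXN2 gene portions) were treated 24 h at 37 °C with compounds at up to 57 uM. SteadyGlo luminescence gave expression; GF-AFC fluorescence gave viability.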
# TGFb SMAD3 inh: blocks TGF-b signaling; Potency, µM (highest dose often 46.1 µM), for the others: at the highest dose activity, negative = inhibition, actives largely listed as inhibitors; actives 1.2% (n = 410,000); AID 588855; HepG2 CAGA-GFP TGF-b/SMAD3 reporter, GFP fluorescence, 18 h; TGF-beta stimulated, 500 pg/mL final; further: potency means the concentration at half of the fitted maximal effect; on the % scale 0 is the no-effect control and ±100 the full control effect; nearly all actives have a fitted effect of over 65% in size
#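 HEPG2 CAGA-GFP cells (1000/well, DMEM with 1% FBS) were pre-incubated 2 h at 37 degrees C, given compound by pin tool, then stimulated with TGF-beta at 500 pg/mL final for 18 h before per-cell GFP fluorescence imaging.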
# EPAC2 agonist: EPAC2 (human) agonism; EPAC2 activation, biochemical qHTS; response scale: 100% = 6.5 mM cAMP response; Potency, µM (series often up to 154 µM), inactives show top-dose activation, hits mostly activators; actives 0.079% (n = 360,000); further: potency means the concentration at half of the fitted maximal effect; nearly all actives have a fitted effect of over 50% in size
# Target sequence (Q8WZA2 whole entry, looked up): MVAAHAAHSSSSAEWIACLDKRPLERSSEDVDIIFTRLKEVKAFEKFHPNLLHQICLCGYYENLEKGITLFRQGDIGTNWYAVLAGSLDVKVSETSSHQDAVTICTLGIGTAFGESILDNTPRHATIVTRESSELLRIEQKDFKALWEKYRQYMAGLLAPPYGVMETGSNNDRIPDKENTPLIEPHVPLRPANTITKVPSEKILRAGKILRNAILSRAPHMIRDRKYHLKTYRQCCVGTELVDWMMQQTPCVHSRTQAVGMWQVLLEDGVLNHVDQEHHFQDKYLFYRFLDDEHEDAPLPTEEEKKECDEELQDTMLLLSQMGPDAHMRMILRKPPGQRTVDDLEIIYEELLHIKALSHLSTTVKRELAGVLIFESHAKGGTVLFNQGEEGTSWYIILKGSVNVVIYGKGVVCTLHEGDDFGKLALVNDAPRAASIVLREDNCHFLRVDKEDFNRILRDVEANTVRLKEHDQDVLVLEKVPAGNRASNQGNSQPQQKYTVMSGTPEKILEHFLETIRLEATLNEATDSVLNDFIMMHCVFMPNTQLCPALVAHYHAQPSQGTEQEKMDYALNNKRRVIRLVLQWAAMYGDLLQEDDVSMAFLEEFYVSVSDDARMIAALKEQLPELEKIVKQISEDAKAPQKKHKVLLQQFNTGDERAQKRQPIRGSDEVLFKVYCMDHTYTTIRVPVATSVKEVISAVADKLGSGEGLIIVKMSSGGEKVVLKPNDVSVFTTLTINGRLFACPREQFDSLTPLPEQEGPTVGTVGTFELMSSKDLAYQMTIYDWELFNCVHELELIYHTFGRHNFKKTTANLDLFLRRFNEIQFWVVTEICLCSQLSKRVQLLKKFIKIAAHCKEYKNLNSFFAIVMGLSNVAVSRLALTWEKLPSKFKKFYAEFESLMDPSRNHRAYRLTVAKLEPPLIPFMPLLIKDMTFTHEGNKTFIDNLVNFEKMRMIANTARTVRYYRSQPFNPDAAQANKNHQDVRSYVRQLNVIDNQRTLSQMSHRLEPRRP
#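 qHTS, titration series. 100 nM EPAC2 / 250 nM Rap1B-BODIPY-GDP / 50 uM GDP; RT; ex 480/em 540 nm, 5-min reads to 30 min. Norm. to 6.5 mM cAMP = activation.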
# Nrf2 inh: blocks Nrf2 signaling; AID 504444; A549 ARE-Fluc reporter, luciferase luminescence, 18-24 h; Potency, µM (doses to about 46 µM), for the others: at the highest dose activity change, negative = inhibition, usual class: inhibitors; actives 2.1% (n = 360,000); further: potency means the concentration at half of the fitted maximal effect; on the % scale 0 is the no-effect control and ±100 the full control effect; nearly all actives have a fitted effect of over 60% in size
#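 Quantitative HTS in A549 cells stably bearing an antioxidant response element-firefly luciferase construct. Inhibition of Nrf2-driven transcription was scored by luminescence after 18-24 h of compound exposure at 37 °C.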
# A549 viability: A549 cytotoxicity, counter-screen for Nrf2 inhibitors; actives 0.16% (n = 390,000); A549 ARE-Fluc cells, CellTiter-Fluor viability, 18-24 h; Potency, µM (series often up to 46 µM), for inactives: top-dose activity change, negative = cytotoxicity, most hits filed as inhibitors; further: potency means the concentration at half of the fitted maximal effect; on the % scale 0 is the no-effect control and ±100 the full control effect
#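 A549 ARE_Fluc cells in 5% FBS OPTI-MEM were exposed to compounds in concentration-response for 18-24 h at 37 deg C. Viability was read by CellTiter-Fluor fluorescence (Ex 405/Em 525) after 30 min, before the luciferase read.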
# IL2 activator: activates IL-2 in a cell-based reporter assay | IL-2 activation reporter assay, cell-based qHTS; stimulated with anti-CD3/CD4/CD28 beads; in transgenic mouse T cells | activation, % (series mostly up to about 46 µM) | actives 0.065% (n = 360,000); in the data active means activation above about 50%; inconclusive means mostly about 30% to 49%; further: 0% is about no effect
#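 EGFP and DsRed fluorescence is measured by plate cytometry in unstimulated transgenic mouse T cells exposed to compound for 60 minutes, then stimulated 18 hours at 37 degrees C with anti-CD3/anti-CD4 beads plus anti-CD28.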
# Nrf2 activator: activators of Nrf2 (ARE) signaling | AREc32 ARE-luciferase reporter (MCF7-derived line), luminescence, 24 h | Potency, µM (top dose mostly 46.1 µM), for the others: top-dose activation, hits mostly activators | actives 0.31% (n = 410,000); further: potency means the concentration at half of the fitted maximal effect; % of control where 0% means no effect; nearly all actives have a fitted effect of over 65% in size
#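 AREc32 cells carrying an ARE-driven firefly luciferase, 1000 cells/well in OPTI-MEM with 5% FBS, dosed after overnight attachment and incubated 24 hr at 37 deg C. Steady-Glo luminescence read after 30 min at RT.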
# The depositor's hits bear a star; i = inactive; ? = inconclusive; . = not tested or not shown; & = joins results of further samples; [ ] = remark or other dose. Unless noted, the call rests on the fitted dose curve; in most records, active means well fitted curve in the direction sought with a large enough effect; inconclusive means small, poorly fitted or top-dose-only effect, or another doubt; inactive means no such curve, though single readings can be large; an effect the other way counts as inactive or inconclusive. This is a random part of the collection; any-hit rate near 4.3%.
# Values in the order – Nrf2 activator	EPAC2 agonist	HepG2 viability	TGFb SMAD3 inh	A549 viability	Nrf2 inh	ATXN viability	IL2 activator	ATXN2 expr inh
COc1ccc(-c2cc(C(F)(F)F)nc(S(=O)(=O)CCCC(=O)Nc3cccc(O)c3)n2)cc1OC
    ?	4%	5.6µM*	3.5µM*	10%&0%	-5%	.	-4.1	-98%
COc1ccc(OCc2cc(C(=O)N(C)C3CCOCC3)no2)c2ccccc12
    12%	23%	-61%	-20%	?	?	i	-0.3	.
O=C(CNCc1ccco1)Nc1cc(S(=O)(=O)N2CCOCC2)ccc1N1CCOCC1
    -0.2%	8%	8%	-3%	2%	-10%	i	1.0	1%
CN(C)CCSc1nc(-c2ccccc2)nc2c1CCCC2
    -0.5%	8%	-23%	7%	-16%	-5%	i	-1.9	-20%
Cc1ccc(S(=O)(=O)NCc2cccc([N+](=O)[O-])c2)cc1
    0.2%	14%	-18%	0%	.	.	i	-0.5	.
Cc1cccc(N2CCN(C(=O)c3csc4ccccc34)CC2C)c1 (stereo not given)
    0.0%[9.22 µM]	14%	-22%	?	-1%	-22%	i	0.0	-16%
COc1cc(C(=O)N2CCCC(c3cc(C(=O)NCc4ccc(F)cc4)no3)C2)cc(OC)c1C (stereo not given)
    1.2%	8%	-54%	?	.	.	?	1.0	?
COc1ccc(C(=O)Nc2nc3ccccc3s2)cc1OC
    4.7%	6%	-15%	1%	-5%	?	i	-0.3	58%[activator]
COCCCNC(=S)Nc1cccc(S(=O)(=O)NC2=NCCC2)c1
    -0.2%	0%	9%	-5%	-1%	-13%	i	-0.9	-7%
CCCC1=Nc2cc(C(=O)NCc3ccco3)ccc2Sc2ccccc21
    4.9%	12%	-43%	?	-7%	12%	i	0.4	-13%
COc1ccccc1N1CCN(C(=O)c2cc(-c3ccc(Cl)cc3)on2)CC1
    0.4%	14%	-31%	-9%	16%	.	i	-3.8	?
COc1ccc(NS(=O)(=O)c2cn(C)nc2C)cc1
    0.0%	8%	-25%	17%	0%	2%	i	0.4	8%
O=C(/C=C/c1ccc(Cl)cc1Cl)NCCSc1ccccc1
    2.2%	7%	-23%	?	1%	9%	i	-0.5	25%
N#C/C(=C\c1cccc([N+](=O)[O-])c1)C(=O)NCc1ccc(Cl)cc1
    18%	0%	-28%	?	0%	-3%	?	-5.1	24µM*
COc1ccc(NC(=O)c2cc3c(=O)n(C)c4ccccc4c3n2C)cc1OC
    5.6%	5%	-34%	-14%	-6%	?	i	-1.3	-20%

# Compounds shown so far that have fluorine:
# Values in the order – Nrf2 activator	EPAC2 agonist	HepG2 viability	TGFb SMAD3 inh	A549 viability	Nrf2 inh	ATXN viability	IL2 activator	ATXN2 expr inh
COc1ccc(-c2cc(C(F)(F)F)nc(S(=O)(=O)CCCC(=O)Nc3cccc(O)c3)n2)cc1OC
    ?	4%	5.6µM*	3.5µM*	10%&0%	-5%	.	-4.1	-98%
COc1cc(C(=O)N2CCCC(c3cc(C(=O)NCc4ccc(F)cc4)no3)C2)cc(OC)c1C (stereo not given)
    1.2%	8%	-54%	?	.	.	?	1.0	?

# One compound at a time, from the list above:
# Cc1ccc(S(=O)(=O)NCc2cccc([N+](=O)[O-])c2)cc1 in the list: Nrf2 activator = 0.2%; EPAC2 agonist = 14%; HepG2 viability = -18%; TGFb SMAD3 inh = 0%; A549 viability = .; Nrf2 inh = .; ATXN viability = i; IL2 activator = -0.5; ATXN2 expr inh = .
# COc1cc(C(=O)N2CCCC(c3cc(C(=O)NCc4ccc(F)cc4)no3)C2)cc(OC)c1C (stereo not given) in the list: Nrf2 activator = 1.2%; EPAC2 agonist = 8%; HepG2 viability = -54%; TGFb SMAD3 inh = ?; A549 viability = .; Nrf2 inh = .; ATXN viability = ?; IL2 activator = 1.0; ATXN2 expr inh = ?

# Further results.
# Values in the order – Nrf2 activator	EPAC2 agonist	HepG2 viability	TGFb SMAD3 inh	A549 viability	Nrf2 inh	ATXN viability	IL2 activator	ATXN2 expr inh
COc1ccccc1-c1nc2c(c(SCC(=O)Nc3ccc(C)c(C)c3)n1)Cc1c(CO)cnc(C)c1O2
    3.3%	.	-20%	-18%	7%	-7%	.	.	.
CCOC(=O)C1(Cc2ccccc2C)CCCN(C(=O)CCC(=O)OC)C1 (stereo not given)
    -0.3%	-2%	8%	5%	-8%	5%	i	1.3	3%
COc1ccc(OC)c(NC=C2C(=O)OC3(CCCCC3)OC2=O)c1
    -0.8%	11%	-4%	13%	-9%	3%	i	-0.9	3%
CCCS(=O)(=O)N1CCC(N2CCN(Cc3ccc(F)cc3)C(=O)C2=O)CC1
    -0.6%	.	-5%	-3%	-3%	.	i	.	2%
COc1ccc2cc(C)c3nnc(SCc4cccnc4)n3c2c1
    0.5%	3%	0%	-2%	-2%	-7%	i	0.7	-4%
CCC(O)c1cc2c(cc1NC(=O)c1cccs1)OCCO2 (stereo not given)
    5.8%	10%	5%	4%	10%	.	i	7.8	2%
CC(C)(C)NS(=O)(=O)c1ccc(NC(=S)NC(=O)C2CCC2)cc1
    2.2%	11%	-22%	0%	5%	?	i	1.3	-7%
CCOC(=O)c1cc(S(=O)(=O)N2CCN(c3cc(C)ccc3C)CC2)[nH]n1
    0.1%	.	-50%	?	13%	.	i	.	-8%
C[C@H](NC(=O)c1ccco1)C(=O)NCc1cccs1
    -1.0%	7%	11%	16%	-1%	2%	?	-0.9	.
O=C(NCc1ccccc1Cl)C1CCN(S(=O)(=O)c2cccc3nonc23)CC1
    3.6%	-5%	1%	-3%	1%	3%	i	1.1	?
CC(C)OC(=O)c1ccccc1C(=O)c1ccc(N)c([N+](=O)[O-])c1
    -0.1%	3%	4%	11%	-5%	-2%	?	-0.1	-16%
COc1ccc(C(C)=O)cc1COC(=O)c1ccc2ccccc2n1
    3.8%	12%	26%	14%	6%	-14%	i	0.2	6%
COc1ccc(N2CCN(CCCn3c(=S)[nH]c4ncccc4c3=O)CC2)cc1
    -0.5%	3%	2%	-7%	-6%	4%	i	0.6	3%
Cc1ccc(F)c(S(=O)(=O)NC(=O)C2(C)CCN2C(=O)Cc2ccc(C(C)(C)C)cc2)c1 (stereo not given)
    -0.1%[9.22 µM]	3%	-1%	8%	.	.	i	0.5	4%
COc1ccc(N2CCN(CCNC(=O)Nc3ccc(Cl)cc3)CC2)cc1
    -0.4%	11%	-9%	-11%	11%	?	i	-2.5	-12%
Cc1cc(-c2ccccc2)nc(Oc2ccc(C(C)(C)C)cc2)c1S(C)(=O)=O
    3.7%	2%	-3%	-20%	-13%	-21%	i	-0.6	3%
O=C(OCc1ccc(F)cc1)c1cc2ccccc2cc1O
    18%	6%	5%	-1%	-7%	-27%	i	-2.3	.
CCC(C)NC(=O)N[C@@H](CCSC)C(=O)OC (stereo not given in full)
    0.3%	9%	-3%	-18%	-1%	-18%	i	1.1	-5%
CCC1CCCCN1CCCNC(=O)c1cc2c(Cl)nc3ccc(C)cc3c2s1 (stereo not given)
    0.8%	.	-28%	4%	5%	3%	.	.	.
COc1ccc(-c2cn3c(n2)sc2cc(C(=O)NC4CCCCCC4)ccc23)cc1
    1.9%	.	2%	-3%	7%	8%	.	.	.
O=C(NC1CCCC1)C1CCCN1C(=O)Nc1ccc(Cl)cc1 (stereo not given)
    -0.5%	-1%	-15%	2%	3%	-13%	i	-0.5	0%
O=C(O)CCc1ncc(C(F)(F)F)cc1Cl
    -0.2%	-2%	2%	4%	-4%	-9%	i	-1.0	-11%
CCC(C)NC(=O)Nc1ccc(Br)cc1 (stereo not given)
    5.2%	3%	-15%	-15%	6%	?	i	-2.9	1%
CC(=O)N(C(C)=O)c1c(C#N)c(C)n(-c2ccccc2)c1C(=O)c1ccccc1
    -0.2%	-12%	-7%	-15%	-7%	.	i	-0.7	-19%
O=C1N[C@H](Cc2ccccc2)COC(=O)[C@H](Cc2ccc(F)cc2)CC/C=C/C[C@@H]1CC(=O)N(CCO)Cc1ccccc1
    -2.9%	3%	-24%	?	?	?	?	-1.2	?
O=C(NNC(=O)c1ccccc1O)c1ccc(Br)cc1
    0.3%[9.22 µM]	8%	-29%	0%	-14%	-5%	i	1.4	-7%
O=C(OCC(=O)N1CCN(C(=O)COC(=O)c2ccc(O)cc2O)CC1)c1ccc(O)cc1O
    -0.4%	5%	-11%	-5%	-9%	3%	i	-2.3	7%
CCOC(=O)c1c(C)oc2nc(C)nc(N3CCN(c4cccc(C)c4C)CC3)c12
    -1.1%	.	-4%	-14%	?	-12%	i	.	-3%
Cc1cc(N2C(=O)C3C4CCC(C4)C3C2=O)no1 (stereo not given)
    0.1%	13%	5%	-3%	0%	-4%	i	-3.9	5%
COc1ccc(CCN2CN(S(=O)(=O)c3ccccc3)c3nc4ccccc4nc32)cc1OC
    -0.2%	3%	-10%	?	-14%	-19%	?	0.6	-4%
O=C(Sc1ccc(Cl)cc1)c1ccccn1
    13%	4%	-31%	-8%	1%	29%	i	-0.9	-7%
Cc1cccc(C)c1NC(=O)CSc1nnc(-c2ccccc2)n1Cc1ccc2c(c1)OCO2
    2.0%	-8%	-25%	?	0%	3%	i	0.7	-1%
CCOC(=O)CCC(NC(=O)c1ccc(NCN2C(=O)c3ccccc3C2=O)cc1)C(=O)OCC (stereo not given)
    -0.8%	14%	-25%	-19%	5%	.	i	0.2	-4%
N#Cc1c(Sc2ncc(C(F)(F)F)cc2Cl)nsc1C/C=N\OCc1c(F)cccc1Cl
    ?	-2%	-17%	-2%	-4%	?	i	-0.1	-6%

# Assay outcomes as filed in PubChem BioAssay.
